TRPM1 prom inh: reduces MITF-dependent TRPM1 promoter luciferase signal; SK-MEL-5 TRPM1 promoter luciferase, 24 h; inhibition, % at 12.5 µM; actives 0.83% (n = 330,000);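 active = mean inhibition across replicates of 60% or more, whatever share of single replicates reaches that level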; also: values of inactives mirror those of a sister screen read the other way
HIF-2a inh: blocks HIF-2a reporter activity; actives 0.72% (n = 360,000); inhibition, % at 18.8 µM; 786-0 RCC cells HIF-2a reporter, luciferase luminescence, overnight; AID 624352;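 active = inhibition of the luminescence signal of 40% or more relative to plate controls, in a single-dose primary screen at 18.75 µM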
CaV13 ICDI inh: Disruptors of the CACNA1D IQ motif to Ca2+-dependent inactivation inhibitor domain association, primary screening, Förster resonance energy transfer in intact living … | HEK cells, CFP/YFP FRET ICDI-IQ, plate reader, 10 min; percent FRET-ratio fall versus neutral wells | inhibition, % at 12.3 µM | actives 0.098% (n = 340,000) | AID 743397;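 active = mean replicate inhibition of at least 30% and at least 1% of replicates passing that level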;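 also: 0% = median of the neutral control wells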
Shn3 3UTR inh: reduces Shn3 3'UTR luciferase signal in osteoblasts. inhibition, % at 12.5 µM. actives 0.52% (n = 360,000). Clone20 osteoblast Shn3 3'UTR firefly luciferase, 24 h;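 active = mean inhibition of at least 75% with every replicate also reaching 75%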;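 also: 0% = median of neutral control wells and 100% = pilot-screen positive control compound; some compounds past the cut are filed as inactive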
Peg3 promoter: inhibitors of Peg3 promoter; inhibition, % at 20 µM; HeLa PEG-Prom luciferase reporter, luminescence, overnight; actives 1.7% (n = 360,000);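 active = inhibition of at least 50% at 20 µM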
hiPSC survival: hiPSC single-cell survival enhancement; ATPlite luminescence; 100% = ROCK inhibitor wells, 0% = DMSO; actives 0.044% (n = 360,000); survival enhancement, % at 20 µM; in the data active = survival enhancement above about 18%;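 also: cells exposed to compounds for 16 hours before the ATP read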
m5-HT2A agonist: activates the mouse 5-HT2A serotonin receptor | P35363 | activation, % at 7.6 µM | AID 624169 | actives 0.66% (n = 360,000) | CHO-K1 mHTR2A beta-arrestin complementation, luminescence; percent of 30 µM serotonin response;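 active = activation above a run cutoff, the mean activation of all tested compounds plus 3 SD, cut at about 14% in these data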;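 also: 0% = plate median of compound wells and 100% = 30 µM serotonin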
Target sequence (P35363 whole entry, looked up): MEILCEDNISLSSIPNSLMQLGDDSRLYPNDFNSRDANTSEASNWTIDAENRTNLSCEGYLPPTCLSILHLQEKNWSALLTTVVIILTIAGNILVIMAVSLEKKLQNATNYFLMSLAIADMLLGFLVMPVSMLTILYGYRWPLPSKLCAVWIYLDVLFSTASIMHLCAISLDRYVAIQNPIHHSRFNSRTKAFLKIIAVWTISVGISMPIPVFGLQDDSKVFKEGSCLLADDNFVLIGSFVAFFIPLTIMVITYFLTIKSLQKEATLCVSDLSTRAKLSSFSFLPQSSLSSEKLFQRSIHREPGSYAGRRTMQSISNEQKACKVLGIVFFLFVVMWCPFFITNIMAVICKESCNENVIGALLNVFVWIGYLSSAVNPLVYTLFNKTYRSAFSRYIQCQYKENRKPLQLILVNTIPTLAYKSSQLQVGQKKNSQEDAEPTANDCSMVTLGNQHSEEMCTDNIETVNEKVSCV
PDI turbidity: PDI (human) enzyme inhibition | P07237 | PDI insulin aggregation turbidity, A650, 90 min | inhibition, % at 10 µM | actives 0.052% (n = 350,000) | AID 588391;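 active = mean inhibition across replicates of 30% or more, whatever share of single replicates reach that level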;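 also: absorbance from insulin aggregation driven by PDI reduction with DTT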
NR2E3 ag-1: activates human NR2E3 receptor; Q9Y5X4; CHO-S Gal4-NCOR/VP16-NR2E3 two-hybrid, luciferase; inhibition of corepressor binding, % at 3.98 µM; actives 0.35% (n = 360,000); AID 602229;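 active = inhibition above the mean of all tested compounds plus 3 SD, cut at about 70% in these data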;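 also: 0% = DMSO with NR2E3 transfected cells and 100% = cells lacking NR2E3 construct; higher means lower luciferase signal from less NR2E3 corepressor binding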
Target sequence (Q9Y5X4 whole entry, looked up, the tested form may be a part): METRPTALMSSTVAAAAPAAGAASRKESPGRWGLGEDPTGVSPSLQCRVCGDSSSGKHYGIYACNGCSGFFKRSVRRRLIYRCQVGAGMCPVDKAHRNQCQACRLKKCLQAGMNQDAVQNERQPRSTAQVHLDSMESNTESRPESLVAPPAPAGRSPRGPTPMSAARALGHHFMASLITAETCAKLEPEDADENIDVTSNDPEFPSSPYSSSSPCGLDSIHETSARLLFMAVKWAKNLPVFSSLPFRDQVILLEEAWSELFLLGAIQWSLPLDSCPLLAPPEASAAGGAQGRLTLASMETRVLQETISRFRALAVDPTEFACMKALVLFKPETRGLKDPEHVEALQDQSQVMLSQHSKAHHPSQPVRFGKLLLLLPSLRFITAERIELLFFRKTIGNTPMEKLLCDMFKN
NR2E3 ag-2: NR2E3 (human) agonism | Q9Y5X4 | GST-NR2E3/biotin-RetCOR TR-FRET, 1536-well | inhibition of corepressor binding, % at 4.78 µM | actives 0.12% (n = 320,000) | AID 2300;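 active = percent inhibition above the cutoff of mean plus 3 SD of all tested compounds, set per screening campaign, cut at about 20% in these data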;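 also: 0% = DMSO wells and 100% = biotin wells as full block of FRET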
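System: GST-NR2E3 and biotin-RetCOR proteins; probe or stimulus: 7 nM biotin-RetCOR; doses: compound at 4.8 µM, single dose; schedule: Compound–protein incubation for 5 h at 4 °C; detection: time-resolved FRET; read-out: percent inhibition; controls: biotin wells as high control, 0.6% DMSO wells as low control; format: 1536-well plates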
H9c2 protect: protects H9c2 cardiomyocytes from peroxide injury | H2O2 injury protection, ATPLite, 2 h | protection from H2O2 cell death, % at 20 µM | actives 0.63% (n = 360,000);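 active = compounds giving at least 50% protection of heart cells from peroxide-induced death in the single-dose screen, raw or plate-pattern-corrected value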;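 also: 0% = DMSO wells with peroxide and 100% = DMSO wells without peroxide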
Starred values were filed as active, the others as inactive; nt = no result given.

Screens in order – TRPM1 prom inh, HIF-2a inh, CaV13 ICDI inh, Shn3 3UTR inh, Peg3 promoter, hiPSC survival, m5-HT2A agonist, PDI turbidity, NR2E3 ag-1, NR2E3 ag-2, H9c2 protect
- O=C(Nc1ncccc1O)c1cc2ccccc2o1
    -18, -49, -4, -57, -55, -0.4, 0, 1, -27, -3, -8
- O=C(NCCCN1CCOCC1)C(=O)N/N=C/c1c(Cl)cccc1Cl
    0, 23, 4, 3, 16, -0.2, -3, -7, -17, -3, -5
- CCN(CC)S(=O)(=O)c1ccc(C(=O)NC(=S)N(CCC#N)Cc2cccnc2)cc1
    2, 8, -1, -40, 8, 0.1, 1, -2, 7, 0, 5
- CCN(CC)S(=O)(=O)c1ccc(N2CCCC2)c(NC(=O)Cc2ccccc2)c1
    19, 12, -15, 1, 23, -0.2, -3, 1, -24, 0, -1
- CCOC(=O)/C=C/C(=O)Nc1cc(S(=O)(=O)Nc2ccc(OC)cc2)ccc1N1CCOCC1
    55, -16, -6, 10, 27, -0.4, -1, -1, 22, nt, 5
- CCCOc1ccc(/C=C/C(=O)N2CCOCC2)cc1
    -88, -215, -2, -61, -216, -0.2, 8, 5, -92, -6, 1
- O=C(NCc1ccco1)c1ccc(=O)[nH]n1
    -4, 10, nt, 12, 0, 5.3, -3, 9, -29, 0, 7
- CCC(C)(C)NC(=O)C(c1ccc(C)cc1)N(Cc1ccco1)C(=O)CCC(=O)Nc1nccs1 (configuration not stated)
    -3, 25, -1, 14, 11, 4.6, -8, 6, -10, -1, -1
- CC(C)(C)c1nc2sc3c(c2c(=O)o1)CCCC3
    5, 2, -2, -3, 17, 3.3, -1, -1, -19, 0, -1
- CN(C)S(=O)(=O)NCCNc1ccc(C(F)(F)F)cc1[N+](=O)[O-]
    -19, -48, 4, -16, -36, -0.6, -3, -8, 13, 2, -10
- S=c1[nH]nc(-c2ccc(Cl)cc2)n1-c1ccc(Cl)cc1
    7, 9, -5, 0, 3, 0.7, 10, -14, -7, 7, -8
- CC1CCCCN1CCCNC(=O)C1CCN(c2nc3ccccc3o2)CC1 (configuration not stated)
    0, 5, -6, -26, 14, -0.4, -4, 0, -2, -2, -5
- COc1ccc2[nH]c(C(=O)N(C)c3ccc(F)cc3F)cc2c1
    -2, 1, -4, -9, -10, -0.1, 3, 0, -23, -1, -7
- O=C(CSc1nc2ccccc2c(=O)n1Cc1ccco1)NCc1ccco1
    2, 9, nt, 9, 10, -1.1, -2, 2, 9, 4, 9
- O=C(Nc1ccc(F)c(Cl)c1)N1CCCC1
    -12, -16, -5, -11, 0, -1.2, 1, 6, -16, -4, 6

Continuation.
Molecule,TRPM1 prom inh,HIF-2a inh,CaV13 ICDI inh,Shn3 3UTR inh,Peg3 promoter,hiPSC survival,m5-HT2A agonist,PDI turbidity,NR2E3 ag-1,NR2E3 ag-2,H9c2 protect
Cc1ccc(S(=O)(=O)NCCC(=O)NCC(=O)Nc2c(C)cccc2C)cc1C,-4,8,-3,-3,21,1.1,1,0,-3,-1,6
CCOC(=O)c1[nH]ncc1CN1CCCC(C(=O)c2cccc3ccccc23)C1 (configuration not stated),22,0,-1,9,-17,1.3,-4,3,-30,4,2
COc1ccc2[nH]c(=O)c(CN(CC3CCCO3)C(=O)Nc3ccccc3)cc2c1 (configuration not stated),-2,22,-5,16,28,-1.6,-2,4,-3,4,12
CC1(C(=O)OCC(=O)Nc2ccc(C(N)=O)cc2)CC1(Cl)Cl (configuration not stated),4,16,-3,21,12,-0.8,2,1,-23,0,0
COc1ncnc2c1sc1nc(-c3ccccc3)c3c(c12)CCCC3,-12,-10,-4,3,18,-2.2,7,-3,6,1,-10
COc1cccc(C(c2sc3ncnn3c2O)N2CC(C)OC(C)C2)c1 (configuration not stated),-3,0,-8,1,2,-1.9,-3,nt,-12,2,6
CCn1c(=O)c2c3c(sc2n(C)c1=O)CCC3,5,-4,-3,-7,-9,1.4,0,2,13,1,4
Cc1ccc(O)c(CCc2ccccc2)n1,-10,-37,-3,1,-34,2.7,0,-3,-4,0,1
Cc1cccc(-c2nc(NCCN(C)C)c3ccccc3n2)c1,nt,-10,-11,-21,-15,-1.0,2,4,-19,nt,8
COc1ccc(N2C(=O)CC(N3CCN(c4ccccc4F)CC3)C2=O)cc1 (configuration not stated),5,-5,-7,0,1,-0.8,-3,-10,-24,3,-2
CCOC(=O)c1c(S(=O)(=O)NCC(=O)Nc2cccc(C)n2)c(C)n(C)c1C,0,8,-14,2,14,-0.1,-4,1,-6,5,4
CCOc1ccc(C=NN2CCCCCC2)cc1OCC,-1,-28,-11,6,6,1.7,-2,-3,-1,nt,-9
CN(c1ccccc1)S(=O)(=O)c1cccc(C(=O)NCCCN2CCCC2=O)c1,4,0,nt,-1,11,-0.5,-8,2,22,2,-3
Cc1cc(OC(=O)c2cc([N+](=O)[O-])ccc2Cl)c([N+](=O)[O-])c(=O)[nH]1,-3,12,-7,4,1,0.5,10,-10,-6,0,-7
COc1ccc(CCN2CN(S(=O)(=O)c3ccc(OC)cc3)c3nc4ccccc4nc32)cc1,1,-114,-3,-12,-77,-0.4,2,-7,-11,4,6

Part of the list above in order of SMILES length, lowest first:
Molecule,TRPM1 prom inh,HIF-2a inh,CaV13 ICDI inh,Shn3 3UTR inh,Peg3 promoter,hiPSC survival,m5-HT2A agonist,PDI turbidity,NR2E3 ag-1,NR2E3 ag-2,H9c2 protect
Cc1ccc(O)c(CCc2ccccc2)n1,-10,-37,-3,1,-34,2.7,0,-3,-4,0,1
CCOc1ccc(C=NN2CCCCCC2)cc1OCC,-1,-28,-11,6,6,1.7,-2,-3,-1,nt,-9
COc1cccc(C(c2sc3ncnn3c2O)N2CC(C)OC(C)C2)c1 (configuration not stated),-3,0,-8,1,2,-1.9,-3,nt,-12,2,6
CC1(C(=O)OCC(=O)Nc2ccc(C(N)=O)cc2)CC1(Cl)Cl (configuration not stated),4,16,-3,21,12,-0.8,2,1,-23,0,0
CN(c1ccccc1)S(=O)(=O)c1cccc(C(=O)NCCCN2CCCC2=O)c1,4,0,nt,-1,11,-0.5,-8,2,22,2,-3
CCOC(=O)c1c(S(=O)(=O)NCC(=O)Nc2cccc(C)n2)c(C)n(C)c1C,0,8,-14,2,14,-0.1,-4,1,-6,5,4

Next part
Molecule,TRPM1 prom inh,HIF-2a inh,CaV13 ICDI inh,Shn3 3UTR inh,Peg3 promoter,hiPSC survival,m5-HT2A agonist,PDI turbidity,NR2E3 ag-1,NR2E3 ag-2,H9c2 protect
C[C@H](CO)N1C[C@H](C)[C@H](CN(C)S(=O)(=O)c2ccc(Cl)cc2)OCc2ccccc2-c2c(n(C)c3ccccc23)C1=O,nt,-48,-7,60,40,3.0,5,-4,35,nt,-18
COC(=O)C1=C(C)N(Cc2ccc(C)cc2)C(=O)C1,-8,16,-4,5,7,0.9,2,-2,-5,-1,0
O=C(CN1C(=O)NC(Cc2c[nH]c3ccccc23)C1=O)Nc1ccccc1Br (configuration not stated),17,12,-5,-4,-4,0.3,3,1,-21,0,-2
COc1ccc(/C=C2\CCCC3C2=NN(C(=O)COC(=O)CNC(=O)c2ccccc2)C3c2ccc(OC)cc2)cc1 (configuration not stated),-3,23,-3,15,15,0.9,1,-17,2,-1,-5
Cc1ccc(S(=O)(=O)N2CCCCC2)cc1NC(=O)C1CCN(C(=O)OC(C)(C)C)CC1,nt,-2,-6,14,0,-0.5,-7,10,-9,nt,-6
COc1cc(C(C)=O)ccc1OCc1cc(C(=O)N(C)CCC2CCCCO2)no1 (configuration not stated),-84,-227,-2,-63,-371,0.8,6,-11,-60,-2,2
COc1ccc([C@H]2CC(=O)C=C(c3ccccc3OC)C2)cc1OC,8,11,-9,-1,7,1.4,-5,-4,12,-1,-3
COc1ccc(-c2nn(-c3ccccc3)cc2C(=O)O)cc1N,11,13,-5,13,-1,0.0,4,4,-13,0,0
Cc1ccc(C)c(NC(=S)N2CCC(NC(=O)C3CCCCC3)CC2)c1,-2,0,-4,8,9,0.1,-4,-3,-11,7,2
COc1cccc(C2=CC(=O)C(C(C)(C)C)N2C(C)(C)C)c1 (configuration not stated),-14,5,-6,9,-2,-1.2,3,-5,0,nt,-3

Compound activity: PubChem, several laboratories
